RAD52 inh = inhibitors of human RAD52 DNA annealing; recombinant RAD52 DNA annealing, FRET fluorescence; inhibition, % at 18.7 µM; hit rate 0.46% among 360,000;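 active = every replicate showing at least 50% inhibition; inconclusive = mean inhibition at least 50% but not in every replicate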
E-selectin induc = induces E-selectin expression in human endothelial cells; activation, % at 7.58 µM; P16581; AID 686992; HUVEC E-selectin immunofluorescence imaging; normalized: neutral wells 0, TNF-alpha wells 100; hit rate 0.37% among 260,000;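 active = mean E-selectin-positive cell signal at least 10% of the positive control, reached in at least 60% of replicates, without over 20% cell loss; inconclusive = no rule given, readout overlaps actives, possibly toxicity-flagged; inactive = the rest, including those meeting only one limit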;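 also: in these data hits start at about 27%; measured in HUVEC primary endothelial cells; signal is the percent of cells scored E-selectin positive by PE staining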
Target sequence (P16581 whole entry, looked up): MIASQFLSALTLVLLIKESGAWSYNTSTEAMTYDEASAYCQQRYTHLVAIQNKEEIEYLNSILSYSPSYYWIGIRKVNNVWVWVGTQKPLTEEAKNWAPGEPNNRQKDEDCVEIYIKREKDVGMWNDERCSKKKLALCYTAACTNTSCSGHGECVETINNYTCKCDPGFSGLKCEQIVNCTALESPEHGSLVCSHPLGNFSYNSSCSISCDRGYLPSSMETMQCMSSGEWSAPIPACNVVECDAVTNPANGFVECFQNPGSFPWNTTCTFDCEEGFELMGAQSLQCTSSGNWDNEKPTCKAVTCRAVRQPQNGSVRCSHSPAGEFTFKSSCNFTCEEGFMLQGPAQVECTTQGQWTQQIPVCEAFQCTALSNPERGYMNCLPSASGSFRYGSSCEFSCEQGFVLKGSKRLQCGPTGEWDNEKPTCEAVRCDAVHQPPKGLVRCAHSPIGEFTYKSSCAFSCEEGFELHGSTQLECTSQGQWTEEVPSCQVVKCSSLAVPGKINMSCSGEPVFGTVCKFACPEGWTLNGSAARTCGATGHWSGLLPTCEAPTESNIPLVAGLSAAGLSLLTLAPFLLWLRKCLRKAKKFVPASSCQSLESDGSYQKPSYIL
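Test system – human umbilical vein endothelial cells (HUVEC), E-selectin induction · Input – 3,000 HUVEC seeded per well · Buffer or medium – EGM-2, gelatin · Compound dosing – single-point compound dose · Detection – immunofluorescence imaging · Measure – percent E-selectin-positive cells · Controls – TNF-alpha high, DMSO low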
ERp5 inh = blocks human ERp5 reductase activity on insulin; Q15084; ERp5 insulin aggregation, absorbance 650 nm, 90 min; inhibition, % at 9.99 µM; hit rate 0.05% among 350,000; AID 651711;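 active = mean replicate inhibition above about 25%, with every replicate also reaching it, limit read from the data, passing the limit was not always enough; inconclusive = only one of those two criteria met; inactive = neither criterion met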
Xi reactivation = activators of X-chromosome reactivation in mouse fibroblasts | XiGFP mouse fibroblasts, % GFP-positive cells imaging, 3 d; cells co-treated with 5-aza-dC sensitizer; scaled so ellipticine positive control = 100% | activation, % at 7.58 µM | hit rate 0.055% among 360,000;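 active = mean normalized replicate activation at least 10% and every replicate at or above 10%; inconclusive = only one of the two criteria met; inactive = mean below 10% and not all replicates reach 10%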;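 also: 0% = median of on-plate neutral control wells and 100% = ellipticine 6 µM median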
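System: 68-5-11 XiGFP fibroblast line | Buffer or medium: DMEM containing 5-aza-dC | Compound: Single point | Times: Compounds 3 days, fix/stain 15 min at room temperature | Benchmarks: Positive control ellipticine, 6 µM final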
ERAP1 inh = blocks human ERAP1 aminopeptidase activity | recombinant ERAP1, Leu-AMC fluorescence, 60 min | inhibition, % at 10.7 µM | hit rate 0.15% among 340,000 | Q9NZ08;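 active = mean replicate inhibition of at least 30%, or all replicates individually reaching that 30% level; inactive = mean below 30% and not every replicate reaching it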;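 also: 0% = neutral control wells and 100% = L-leucinethiol positive control wells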
S100A4 inh HTS = inhibitors of human S100A4 binding to myosin IIA peptide; S100A4/TAMRA-MyoIIA peptide fluorescence polarization; AID 652163; inhibition, % at 10.7 µM; P26447; hit rate 0.14% among 360,000;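 active = mean inhibition of at least 70% across replicates, with every replicate also reaching that level; inconclusive = mean inhibition reaches 70% but some replicates fall short; inactive = mean inhibition below 70%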
Target sequence (P26447 whole entry, looked up): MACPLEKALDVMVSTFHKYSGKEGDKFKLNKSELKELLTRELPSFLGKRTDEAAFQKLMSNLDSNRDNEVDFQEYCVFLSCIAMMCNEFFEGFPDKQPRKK
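System – human S100A4 monomer protein, biochemical binding assay · Buffer or medium – Calcium-containing HEPES buffer, pH 7.2 · Timing – 5 min between mix addition and reading · Also added – TAMRA-labelled myosin IIA heavy-chain peptide probe, 5 nM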
RAD54 inh = RAD54 (human) branch migration inhibition | hit rate 0.14% among 360,000 | RAD54 Holliday junction branch migration, FAM/BHQ fluorescence | inhibition, % at 10.4 µM | Q92698;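 active = mean normalized replicate activity at least 40 and at least half of replicates scoring 40 or more; inconclusive = only one of the two criteria met; inactive = mean below 40 and under half of replicates reaching 40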;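 also: 0% = median of neutral control wells and 100% = median of positive control wells; inhibitors cause a drop in the FAM fluorescence signal; in these data hits start at about 50%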
esBAF inh = blocks esBAF chromatin remodeling in mouse ES cells; AID 602393; hit rate 2% among 350,000; reporter increase, % at 12.5 µM; Bmi1-luciferase knock-in reporter, 24 h; 100% = twice the neutral-well signal; in the data active = activation above about 40%; inconclusive = no clear call, values can overlap the other calls;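 also: 0% = median of the plate's neutral control wells and 100% = double that signal; a rise in the Bmi1 reporter signal indicates esBAF inhibition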
Numbers without * were called inactive; ? = inconclusive; . = not tested or not shown.

SMILES | RAD52 inh | E-selectin induc | ERp5 inh | Xi reactivation | ERAP1 inh | S100A4 inh HTS | RAD54 inh | esBAF inh
COc1ccc2cc(C)c3nnc(SCc4cccnc4)n3c2c1 | 2 | . | -5 | 0.0 | 0 | -1 | . | .
CC(C)(C)NS(=O)(=O)c1ccc(NC(=S)NC(=O)C2CCC2)cc1 | -15 | -0.2 | 8 | -0.1 | -3 | -10 | -1 | 3
COC(=O)C1=C(C)N(Cc2ccccc2C(F)(F)F)C(=NCc2ccccc2C(F)(F)F)NC1c1ccc(C(F)(F)F)cc1 (configuration not stated) | 0 | -0.5 | 8 | 0.4 | 5 | 1 | . | .
COCCCNC(=S)Nc1cccc(S(=O)(=O)NC2=NCCC2)c1 | -16 | . | -11 | 0.1 | -1 | -1 | -3 | 3
CCCC(=O)N1CC2(CN(C(=O)Nc3cccc(F)c3)C2)c2c(n(C)c3cc(OC)ccc23)[C@@H]1CO | -3 | 0.2 | 2 | 0.3 | -4 | -5 | . | .
COc1ccc(NS(=O)(=O)c2cn(C)nc2C)cc1 | -3 | -0.7 | 7 | 0.0 | -2 | -2 | -7 | -11
N#C/C(=C\c1cccc([N+](=O)[O-])c1)C(=O)NCc1ccc(Cl)cc1 | -15 | -0.1 | -7 | -0.1 | -1 | -2 | . | .
COc1ccc(NC(=O)c2cc3c(=O)n(C)c4ccccc4c3n2C)cc1OC | -2 | 0.0 | 11 | 0.3 | 3 | 7 | 10 | 0
CCOC(=O)C1(Cc2ccccc2C)CCCN(C(=O)CCC(=O)OC)C1 (configuration not stated) | -11 | . | 7 | 0.0 | 0 | 1 | -11 | 1
COc1ccc(NC(=O)Nc2cccc3c2O[C@H](CN(C)C(=O)Nc2ccc(F)cc2)[C@@H](C)CN([C@@H](C)CO)C3=O)cc1 | -2 | -1.8 | 1 | 0.0 | 2 | 1 | 6 | -1
Cc1csc(NC(=O)CSc2nc(C(C)C)nc3c2c(=O)n(C)c(=O)n3C)n1 | -2 | . | -1 | -0.1 | -2 | -1 | -10 | 10
Cc1c(Br)c(C(F)(F)F)nn1CC(=O)NCC1CCCO1 (configuration not stated) | 1 | . | -9 | . | -1 | -7 | -10 | 1

Retrieved one by one from the list above:
SMILES | RAD52 inh | E-selectin induc | ERp5 inh | Xi reactivation | ERAP1 inh | S100A4 inh HTS | RAD54 inh | esBAF inh
COc1ccc(NC(=O)c2cc3c(=O)n(C)c4ccccc4c3n2C)cc1OC | -2 | 0.0 | 11 | 0.3 | 3 | 7 | 10 | 0
Cc1c(Br)c(C(F)(F)F)nn1CC(=O)NCC1CCCO1 (configuration not stated) | 1 | . | -9 | . | -1 | -7 | -10 | 1

Next records.
SMILES | RAD52 inh | E-selectin induc | ERp5 inh | Xi reactivation | ERAP1 inh | S100A4 inh HTS | RAD54 inh | esBAF inh
COc1cc(OC)c(NC(=O)c2cc(S(=O)(=O)N3CCOCC3)cn2C)cc1Cl | 1 | -0.8 | 2 | -0.1 | 8 | -5 | 4 | -3
C=CCSC1=C(C#N)C(c2ccccc2Cl)C(C(=O)c2cccs2)C(O)(C(F)(F)F)N1 (configuration not stated) | -23 | . | 2 | 0.1 | 4 | -7 | 1 | -6
COc1ccc(CN(C)C[C@@H]2OCc3cn(nn3)CCCC(=O)N([C@H](C)CO)C[C@@H]2C)cc1 | 7 | 0.4 | -4 | 0.2 | 1 | 0 | 6 | 4
CCCc1ccc(S(=O)(=O)NCc2nnc(SC)n2C)cc1 | 2 | . | 2 | 0.0 | 1 | -4 | -7 | -5
COc1cc(/C=N/Nc2nnc3c(n2)[nH]c2ccccc23)ccc1O | -4 | . | 5 | 0.1 | -3 | -1 | 4 | .
CN1CCN(C(=O)c2cc3sc4ccccc4c3s2)CC1 | 2 | 0.3 | -6 | -0.1 | -2 | -1 | 4 | .
CCCNC(=O)N1[C@@H]2Cn3c(ccc(-c4ccccc4OC)c3=O)[C@H]1[C@@H](C(=O)NCC)[C@@H]2CO | -2 | -0.1 | -3 | 0.2 | 0 | 2 | 9 | 1
COC(=O)[C@@H]1[C@@H](CO)[C@@H]2Cn3c(ccc(-c4ccc(F)cc4)c3=O)[C@@H]2N1Cc1ccccn1 | -21 | -0.4 | . | 0.0 | -12 | 2 | -2 | -2
O=S(=O)(Nc1nc(SCc2ccc(Cl)cc2)n[nH]1)c1ccccc1 | -9 | 1.8 | 1 | 0.2 | 1 | -4 | 1 | .
CCCSc1ncnc2[nH]ncc12 | -7 | 1.0 | 9 | 0.0 | 3 | 2 | 3 | 3
COC(=O)C[C@H]1C=C[C@@H](NS(=O)(=O)c2ccccc2F)[C@H](CO)O1 | 11 | 0.7 | -1 | 0.5 | 2 | 24 | -11 | 2
O=C(Nc1ccc(N2C(=O)C3C4C=CC(C4)C3C2=O)cc1Cl)c1cccs1 (configuration not stated) | -12 | . | -12 | 0.0 | -6 | -2 | . | .
O=C1OC(c2cc(Br)c(O)c(Br)c2)c2ccccc21 (configuration not stated) | -18 | 0.3 | 2 | 0.1 | -1 | 0 | . | 1
CCN1CCN(C(c2cccs2)C(C)NC(=O)c2ccccc2OC)CC1 (configuration not stated) | -9 | 0.2 | -2 | 0.4 | 1 | 2 | 3 | 3
COCc1cc(C)n(CC(=O)NCC2CCCO2)c(=O)c1C#N (configuration not stated) | -12 | -0.1 | 0 | -0.1 | 5 | 13 | -3 | -3
Cc1nc2cc(-c3ccccc3)nn2c(C)c1CCC(=O)N1CCN(c2ccccc2)CC1 | -25 | -0.3 | 5 | 0.2 | . | -1 | -6 | -33
COc1ccc(S(=O)(=O)N2C[C@@H](O)COC[C@@H]3O[C@H](CC(=O)NCCN4CCCCC4)CC[C@H]32)cc1 | . | 0.0 | . | 0.1 | . | . | 1 | -8
COC(=O)CN1C(=O)C(C)(C)Oc2ccc(C(=O)Nc3cccc(OC)c3)cc21 | -15 | . | 1 | 0.1 | 1 | -2 | 0 | -2
O=C(c1ccco1)N1CCN(c2c([N+](=O)[O-])nn(-c3cccc(Cl)c3)[n+]2[O-])CC1 | -15 | 0.5 | 8 | -0.1 | 0 | -4 | -5 | 16
CN1CCN(CC(=O)NN(Cc2ccccc2)c2ccccc2)CC1 | -3 | . | 5 | 0.0 | . | 0 | 0 | .
Cn1cc(/C=C/C(=O)c2ccccc2)c2ccccc21 | -140 | 0.6 | -3 | 0.0 | -1 | -2 | -3 | -39
OC(CNCc1ccccn1)c1ccccc1 (configuration not stated) | -18 | -0.2 | -8 | 0.0 | -3 | -3 | . | .
Cc1noc(C)c1NC(=O)N(C)C[C@@H]1Oc2c(NC(=O)NC3CCCCC3)cccc2C(=O)N([C@@H](C)CO)C[C@H]1C | 2 | -0.2 | 14 | -0.6 | -1 | 6 | -1 | -1
COc1ccc(S(=O)(=O)N(C)C[C@H]2Oc3cc(C#CC4CCCC4)ccc3S(=O)(=O)N([C@H](C)CO)C[C@H]2C)cc1 | 3 | 1.9 | -2 | -0.6 | -1 | 6 | -3 | 11
COc1ccccc1C1CC(=O)Nc2cc(C)c(C)cc21 (configuration not stated) | -3 | . | -2 | 0.0 | 0 | -2 | -14 | -5
COc1ccccc1C(=O)NC(=O)COC(=O)Cc1n[nH]c(=O)c2ccccc12 | -7 | . | 3 | 0.0 | 1 | -1 | 1 | -8
CC(=O)Nc1ccc(S(=O)(=O)Nc2cccc(-c3ccc4nncn4n3)c2)cc1 | 1 | . | 1 | 0.4 | -1 | 1 | . | .
O=C(CCNS(=O)(=O)/C=C/c1ccccc1)NCCc1c[nH]c2ccccc12 | -27 | 0.1 | 3 | 0.0 | -3 | -4 | 10 | -3
Cc1noc(C)c1S(=O)(=O)Nc1cccc2c1O[C@@H](CN(C)S(=O)(=O)c1cccs1)[C@@H](C)CN([C@@H](C)CO)C2=O | -11 | 0.9 | 0 | 0.7 | 1 | -5 | 0 | -5
CCN(CC)S(=O)(=O)c1ccc(NC(=O)CSc2nnc(-c3cccc(OC)c3)n2C)cc1 | -3 | . | -5 | . | 0 | 0 | -6 | 14
O=S(=O)(c1ccc(Br)cc1)N1CCCC1 | -11 | -0.1 | 0 | 0.2 | -3 | -3 | 0 | 1
O=C(NC(=S)Nc1ccccc1)c1ccc(-c2ccccc2)cc1 | -14 | 0.5 | 7 | 0.2 | 1 | 0 | -14 | 62*
O=C(C[C@H]1CC[C@@H]2[C@H](COC[C@@H](O)CN2C(=O)Nc2cc(Cl)cc(Cl)c2)O1)NCC1CC1 | -10 | 0.1 | 21 | 0.5 | -1 | 1 | -5 | 5
CC1CCCCC1NC(=O)COC(=O)c1cc(=O)[nH]c2ccccc12 (configuration not stated) | -13 | . | 6 | 1.0 | -1 | -1 | -10 | 1
Cc1ccc(CN2CCC(Oc3cccc(C(=O)N(C)CCN(C)C)c3)CC2)cc1C | -15 | 0.0 | 4 | 0.4 | -2 | -5 | -2 | -12
CCn1c2ccccc2c2cc(CNCCCN3CCOCC3)ccc21 | 45 | 0.3 | 2 | 0.1 | 1 | -3 | 23 | -3
COc1ccc(/C=C/C(=O)NC(=S)N2CCCCC2)cc1OC | -4 | -0.1 | 4 | 0.0 | -4 | 2 | -5 | -3
Cc1ccc(S(=O)(=O)N2CCCC(C(=O)NC3CC3)C2)cc1 (configuration not stated) | 3 | . | -2 | 0.2 | -3 | -2 | -3 | 1
CN1/C(=C\C(=O)CSc2cccc[n+]2[O-])C(C)(C)c2ccccc21 | -69 | 4.9 | -6 | 0.0 | 5 | -39 | . | .
CCOC(=O)c1ccc(NC(=O)Nc2ncccc2C)cc1 | -2 | 0.6 | ? | 0.2 | 0 | 0 | 5 | ?
O=C(CC1CC1)N1[C@H](CO)[C@H]2c3ccccc3N(S(=O)(=O)c3ccc(F)cc3)C[C@H]21 | -8 | -0.3 | 0 | 0.0 | 1 | 1 | -1 | -7
COc1ccc(-c2ccc(CN3C(CC(C)C)C(=O)N(Cc4cn(Cc5ccco5)nn4)CCS3(=O)=O)cc2)cc1 (configuration not stated) | -32 | . | -3 | 0.1 | 1 | -8 | . | 5
Nc1ccc(OCC(O)C[n+]2ccc(CCS(=O)(=O)[O-])cc2)cc1 (configuration not stated) | 58* | -0.4 | 0 | 0.2 | 1 | 6 | . | .
C[C@@H]1CN([C@@H](C)CO)C(=O)c2cc(C#CC3CC3)cnc2O[C@H]1CN(C)S(C)(=O)=O | 9 | -2.2 | 2 | -0.6 | 2 | 5 | 2 | -8
CCCNC(=O)c1ccc2c(=O)c(O)c(-c3ccc(C)cc3)[nH]c2c1 | -13 | 2.1 | 6 | -0.1 | 0 | -5 | 6 | -54
NC(=O)COc1ncn(-c2ccccc2)n1 | -14 | . | 5 | . | 1 | -8 | -6 | -3
COc1ccc(CN(C)C[C@@H]2OCCCC[C@H](C)Oc3ccc(NC(=O)c4ccccc4)cc3C(=O)N([C@@H](C)CO)C[C@H]2C)cc1 | 27 | 1.0 | 3 | 0.0 | 1 | 9 | -4 | 0
CCCNC(=O)C(Cc1ccc(Br)cc1)NC(=O)c1ccc(C#N)cc1 (configuration not stated) | -5 | 0.0 | -3 | 0.4 | -1 | -1 | 2 | -8

Source: PubChem BioAssay (Broad Institute)
